Compound activity: PubChem BioAssay, several laboratories
Rac1 act GTP bind: GTP binding modulators of activated mutant Rac1, primary screen, biochemical, bead-based flow cytometry, multiplex, fluorescent GTP; Ras-related C3 botulinum toxin substrate 1 (Homo sapiens), P63000; GST-Rac1 activated beads; actives lie on both sides; 100% means binding = to untreated wells; percent activity (GTP binding), % at 10 µM; actives 0.11% (n = 190,000);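 active means GTP binding at least 20 percentage points away from the 100% baseline, in either direction, so actives lie on both sides; inconclusive means Compound likely fluorescent itself, or too few beads counted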
ABCB1 inh: ABCB1 efflux pump inhibitors, primary screen, cell-based, multiplex, flow cytometry, ABCG2 counter-screen. inhibition, % at 6.6 µM. AID 1326, 2008. actives 0.067% (n = 190,000). CCRF-Adr cells, JC-1 efflux. ATP-dependent translocase ABCB1 (Homo sapiens), P08183; in the data active means inhibition above about 40%;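 further: 0% = vehicle and 100% = reference inhibitor; higher value means more JC-1 retained so stronger ABCB1 efflux block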
Cdc42 wt: modulators of GTP binding to wildtype Cdc42, primary screen, biochemical, multiplex bead flow cytometry, Bodipy-GTP | GST-Cdc42 beads; actives lie on both sides | percent activity (GTP binding), % at 10 µM | actives 0.2% (n = 190,000) | AID 761, 2007;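 active means percent activity GTP binding at least 20 points away from the 100% baseline, either down as inhibitor or up as activator; inconclusive means compound flagged as likely green fluorescent from well-wide comparison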;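 further: median bead fluorescence of bound Bodipy-FL-GTP at 100 nM; 0% = excess unlabeled GTP control and 100% = no compound control; below 100% means less GTP binding so inhibitor and above means activator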
Target sequence (P60953 whole entry, looked up): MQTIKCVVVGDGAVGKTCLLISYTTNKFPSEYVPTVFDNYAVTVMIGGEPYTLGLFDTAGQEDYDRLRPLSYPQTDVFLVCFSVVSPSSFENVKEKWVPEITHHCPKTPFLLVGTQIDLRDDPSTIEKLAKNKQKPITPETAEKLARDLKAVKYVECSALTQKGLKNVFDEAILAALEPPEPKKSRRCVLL
Rac1 wt GTP bind: wildtype Rac1 GTP binding modulators, primary screen, biochemical, GST-Rac1 beads, flow cytometry, multiplex. GTP binding activity (% of control), % at 10 µM. actives 0.27% (n = 190,000). Ras-related C3 botulinum toxin substrate 1 (Homo sapiens), P63000. fluorescent GTP binding; actives lie on both sides; 0 = cold GTP competed, 100 = untreated;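 active means GTP binding activity at least 20 points away from the 100% control level, either lower or higher; inconclusive means compound flagged as likely green fluorescent, judged across all proteins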
Mcl1 Noxa PPI: Mcl-1/Noxa binding inhibitors, primary screen, biochemical, TR-FRET, 1536-well; inhibition, % at 21.7 µM; Induced myeloid leukemia cell differentiation protein Mcl-1 (Homo sapiens), Q07820; actives 1.5% (n = 220,000); TR-FRET Mcl-1/Noxa peptide binding, 2 h;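 active means compounds that cut the protein-peptide binding signal by more than 50% relative to plate controls in a single-dose test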;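 further: His-tagged Mcl-1 with rhodamine Noxa BH3 peptide and terbium anti-His antibody; 0% = Mcl-1 plus Noxa peptide wells and 100% = peptide-only wells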
Target sequence (Q07820 whole entry, looked up): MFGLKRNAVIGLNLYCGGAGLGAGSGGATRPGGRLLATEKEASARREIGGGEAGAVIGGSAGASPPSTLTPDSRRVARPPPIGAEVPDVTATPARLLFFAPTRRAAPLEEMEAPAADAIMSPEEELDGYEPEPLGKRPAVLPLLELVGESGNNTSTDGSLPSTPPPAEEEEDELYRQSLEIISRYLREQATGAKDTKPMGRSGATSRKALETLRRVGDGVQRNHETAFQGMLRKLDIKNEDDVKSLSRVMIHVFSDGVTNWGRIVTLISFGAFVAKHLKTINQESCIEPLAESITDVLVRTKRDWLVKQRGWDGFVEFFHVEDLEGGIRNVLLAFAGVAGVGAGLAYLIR
Rab2A wt mod: modulators of GTP binding to Rab2A wildtype, primary screen, biochemical, dog, bead-based flow cytometry, multiplex. Ras-related protein Rab-2A (Canis lupus familiaris), P61105. GST-Rab2 wt beads, Bodipy-GTP binding. GTP binding activity, % at 10 µM. actives 0.19% (n = 190,000);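 active means GTP binding activity at least 20 points away from 100%, either lowered or raised; inconclusive means signal likely due to the compound's own green fluorescence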;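 further: 0% = beads with excess unlabeled GTP and 100% = no-compound control corrected for plate trend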
HRas wt GTP: modulators of GTP binding to HRas wildtype, primary screen, biochemical, bead-based flow cytometry, multiplex. actives 0.14% (n = 190,000). AID 759, 2007. GTPase HRas (Homo sapiens), P01112. GTP binding activity, % at 10 µM. GST-Ras wt beads, Bodipy-FL-GTP binding; actives lie on both sides;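 active means GTP binding activity at least 20% away from the 100% baseline, either lowered as inhibitor or raised as activator; inconclusive means flagged as likely green fluorescent, judged across all proteins in the well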;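 further: 0% = unlabeled GTP competition control and 100% = no-compound control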
Target sequence (P01112 whole entry, looked up): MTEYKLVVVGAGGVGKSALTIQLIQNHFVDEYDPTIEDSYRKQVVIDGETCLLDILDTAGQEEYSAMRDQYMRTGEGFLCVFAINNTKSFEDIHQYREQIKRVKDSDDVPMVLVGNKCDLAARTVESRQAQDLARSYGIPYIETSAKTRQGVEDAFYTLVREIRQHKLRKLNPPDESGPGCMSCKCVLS
Avidin fluor: green autofluorescence of compounds with avidin beads – biophysical, 488/530 nm, flow cytometry, artefact control, profiling panel; actives 0.38% (n = 220,000); AID 1775, 2009; fluorescence (KMESF) at 10 µM; compound fluorescence 488/530 nm; stronger effect = higher value; in the data active means fluorescence above about 47; further: inactives centre near 10
Rab7 wt modul: modulators of GTP binding to Rab7, primary screen, biochemical, wildtype, multiplex bead flow cytometry; actives 0.055% (n = 190,000); GTP binding activity (percent of control), % at 10 µM; GST-Rab7 beads, fluorescent GTP binding; actives lie on both sides; untreated = 100%, excess cold GTP = 0%; Rab7 GTPase wild type (dog), Bodipy-FL-GTP binding;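 active means fluorescent GTP binding to Rab7 beads changed by at least 20 points from the 100% baseline, either direction, mostly lower; inconclusive means compound itself probably fluorescent, or too few beads counted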;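 further: median green fluorescence of bound Bodipy-FL-GTP per Rab7 bead population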
Pf gamet viab: late stage P. falciparum gametocyte viability inhibitors, primary screen, ATP luminescence, HTS; inhibition, % at 10.9 µM; P. falciparum stage V gametocytes, 24 h; AID 743093, 2013; actives 0.065% (n = 150,000);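 active means inhibition above the mean plus 3 SD of compounds within the control limits, set per campaign, cut at about 38% in these data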;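 further: 0% = DMSO wells and 100% = medium only without gametocytes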
ABCG2 block: ABCG2 efflux pump inhibitors, primary screen, multiplex with ABCB1, IgMXP3 cells, flow cytometry; Broad substrate specificity ATP-binding cassette transporter ABCG2 (Homo sapiens), Q9UNQ0; JC-1 efflux; inhibition, % at 6.6 µM; actives 0.1% (n = 190,000); AID 1325, 2008;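 active means inhibition above 80%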;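 further: 0% = DMSO and 100% = nicardipine control wells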
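test system = two drug-resistant human cell lines, ABCG2 and ABCB1 | amount = 3 million cells/mL final, two lines in 1:1 ratio | reagent = JC-1 transporter substrate | doses = one concentration, 6.6 µM final | incubation = 10 min at 25 °C | signal = flow cytometric JC-1 green MFI at 530 nm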
Starred values were filed as active, the others as inactive; ? = inconclusive; · = not tested or not shown; & = joins results of further samples. Rows are unselected; 2.3% or so of the library scored in one or more.

SMILES | Rac1 act GTP bind | ABCB1 inh | Cdc42 wt | Rac1 wt GTP bind | Mcl1 Noxa PPI | Rab2A wt mod | HRas wt GTP | Avidin fluor | Rab7 wt modul | Pf gamet viab | ABCG2 block
COc1cc(C2C(C#N)=C(N)N(Nc3ccccc3)C3=C2C(=O)CC(C)(C)C3)ccc1OCc1cccc(F)c1 (stereo unspecified) | 100 | -0.1 | 98 | 107 | -4 | 101 | 97 | 6 | 96 | · | -1
Cc1ccc(S(=O)(=O)C2(C(=O)Nc3cccc(F)c3)CC2)cc1 | 98 | -1.5 | 96 | 101 | -3 | 99 | 101 | 6 | 102 | · | -3
CSCCC(C(=O)OCC(=O)c1ccc(C)c(C)c1)N1C(=O)c2ccccc2C1=O (stereo unspecified) | 100 | 2.2 | 103 | 104 | -21 | 100 | 101 | 3 | 100 | -10 | 11
COc1ccc(NC(=S)N/N=C2/CCCc3c(C)cc(C)cc32)cc1 | 99 | -0.3 | 106 | 106 | 13 | 101 | 101 | 12 | 102 | -13 | 6
C/C(=N/NC(=O)CN1CCN(S(=O)(=O)c2ccc(Br)cc2)CC1)c1cccnc1 | 97 | 0.1 | 101 | 103 | 5 | 96 | 97 | 11 | 95 | · | 7
COc1ccc(N(C)S(=O)(=O)c2cccc(C(=O)Nc3ccc(OC)nc3)c2)cc1 | 98 | -1.0 | 98 | 97 | 0 | 95 | 96 | 2 | 97 | 2 | -3
COc1c(C)cc(NC(=O)c2ccc3c(c2)NC(=O)CO3)cc1C | 96 | 0.2 | 96 | 96 | 5 | 98 | 98 | 21 | 101 | · | 3
Cc1ccc(NC(=O)c2ccc3snnc3c2)cc1 | 95 | 0.0 | 93 | 97 | 4 | 96 | 95 | 10 | 97 | -2 | 2
Cc1ccc(S(=O)(=O)N2CCN(c3cnn(-c4ccccc4)c(=O)c3Cl)CC2)cc1 | 98 | 0.1 | 97 | 99 | -12 | 95 | 96 | 8 | 97 | -5 | 1
CC(C)(C)C(=O)[C@@H]1[C@@H]2C(=O)N(c3ccc4c(c3)OCCO4)C(=O)[C@@H]2C2c3ccccc3C=CN21 (stereo partly specified) | 98 | 0.1 | 106 | 101 | 7 | 102 | 102 | 8 | 103 | -32 | 0
CCc1ccc(C(=O)CSc2nc3ccccc3c(=O)[nH]2)cc1 | 94 | 0.3 | 97 | 99 | -16 | 97 | 101 | 12 | 102 | -15 | 5
O=C(NCCCN1CCCC1)c1cc2c(Cl)nc3ccccc3c2s1 | 94 | 0.9 | 93 | 95 | 12 | 95 | 93 | 9 | 94 | -19 | 19
COC(=O)C(C)n1cnc2c(nnn2Cc2ccc(Cl)cc2)c1=O (stereo unspecified) | 99 | 1.2 | 97 | 99 | 5 | 95 | 97 | 35 | 93 | · | 3
CCC(C)N1C(=O)S/C(=C/c2ccc3c(c2)n(C)c(=O)n3C)C1=O (stereo unspecified) | 98 | 0.5 | 96 | 101 | 12 | 99 | 95 | 12 | 99 | 1 | 5
CN(C)C(/C=C/Nc1ccc([N+](=O)[O-])cc1)=C(C#N)C#N | 95 | -0.1 | 95 | 93 | 1 | 95 | 96 | 26 | 99 | -8 | 2

Next part; it opens with the 3 that closed the last part.
SMILES | Rac1 act GTP bind | ABCB1 inh | Cdc42 wt | Rac1 wt GTP bind | Mcl1 Noxa PPI | Rab2A wt mod | HRas wt GTP | Avidin fluor | Rab7 wt modul | Pf gamet viab | ABCG2 block
COC(=O)C(C)n1cnc2c(nnn2Cc2ccc(Cl)cc2)c1=O (stereo unspecified) | 99 | 1.2 | 97 | 99 | 5 | 95 | 97 | 35 | 93 | · | 3
CCC(C)N1C(=O)S/C(=C/c2ccc3c(c2)n(C)c(=O)n3C)C1=O (stereo unspecified) | 98 | 0.5 | 96 | 101 | 12 | 99 | 95 | 12 | 99 | 1 | 5
CN(C)C(/C=C/Nc1ccc([N+](=O)[O-])cc1)=C(C#N)C#N | 95 | -0.1 | 95 | 93 | 1 | 95 | 96 | 26 | 99 | -8 | 2
C=CCOc1cccc(C2/C(=C(/O)c3ccc(F)cc3)C(=O)C(=O)N2CCN2CCOCC2)c1 (stereo unspecified) | 96 | 0.3 | 98 | 93 | 36 | 96 | 95 | 15 | 97 | · | 0
COC(=O)c1ccc(NC(=O)CCN2CCCCC2)cc1 | 103&99 | 0.2&0.3 | 111&98 | 119&98 | 15&-2 | 105&100 | 105&99 | 31&6 | 103&99 | -27&3 | -1&1
Cc1ccccc1NC(=S)NCc1ccc2c(c1)cc(C)n2C | 97 | 1.2 | 101 | 106 | 4 | 99 | 100 | 7 | 101 | · | 14
Cc1ccc(NC(=O)c2ccc(OC(F)(F)F)cc2)cc1S(=O)(=O)N(C)C | 99 | 0.9 | 101 | 103 | 5 | 100 | 98 | 10 | 102 | · | 23
O=C(Cc1sc(-c2ccccc2)nc1-c1ccccc1)Nc1ccc(Cl)cc1 | 99 | -0.4 | 99 | 99 | -1 | 101 | 102 | 12 | 102 | · | -1
O=C(Cn1c(-c2ccccc2Cl)nc2ccccc21)Nc1cccc(Cl)c1 | 97 | 2.1 | 97 | 99 | -15 | 97 | 96 | 12 | 95 | 1 | 0
O=C(Nc1ccccc1-c1nnn(CC(=O)N2CCCc3ccccc32)n1)c1ccco1 | 96 | 1.4 | 96 | 100 | 2 | 99 | 97 | 24 | 96 | · | 2
COc1ccc2nc(NCCO)[nH]c2c1 | 99 | 1.3 | 101 | 98 | 7 | 103 | 102 | 14 | 95 | -12 | 6
Cc1ccc(C(=O)N2CCN(c3ccc([N+](=O)[O-])c(N4CCOCC4)c3)CC2)cc1 | 98 | 1.1 | 100 | 101 | 8 | 99 | 98 | 14 | 97 | -7 | 9
CC1CCN(c2ccc([N+](=O)[O-])cn2)CC1 | 99 | -0.5 | 99 | 103 | 2 | 99 | 99 | 11 | 96 | 13 | 2
CSCC[C@H](NC(=O)OC(C)(C)C)c1nnc(SCc2cccc(F)c2)o1 | 99 | 0.8 | 99 | 102 | 1 | 98 | 99 | 7 | 97 | -4 | 2
COC(=O)c1cc(C(=O)OCC(=O)NCc2ccc3c(c2)OCO3)cc([N+](=O)[O-])c1 | 93 | 0.0 | 101 | 102 | 3 | 99 | 101 | 3 | 102 | -29 | 4
CCN(CC)S(=O)(=O)c1cccc(C(=O)Nc2cccc(C)c2)c1 | 98 | 0.3 | 100 | 101 | 19 | 97 | 99 | 12 | 94 | 17 | 2
CCCCC1N2CC3([N+](=O)[O-])CN1CC([N+](=O)[O-])(C2)C3(C)C (stereo unspecified) | 99 | 1.2 | 103 | 106 | 5 | 99 | 99 | 22 | 101 | 6 | 6
O=C(Oc1cccc2cccnc12)c1ccco1 | 99 | -0.1 | 99 | 101 | -21 | 98 | 100 | 7 | 101 | · | 0
CC(=O)C1=C(C)NC(=O)NC1c1ccccc1OCC(=O)NCCc1ccccc1 (stereo unspecified) | 103 | 0.1 | 99 | 103 | 0 | 100 | 99 | 11 | 99 | 18 | 10
O=C(NC12CC3CC(CC(C3)C1)C2)c1cncc(O)c1 | 96 | 0.8 | 100 | 100 | -23 | 100 | 101 | 10 | 100 | 18 | 1
Cc1cccc(NC(=S)NC(=O)c2ccc(Br)o2)c1 | 97 | 0.6 | 97 | 100 | 22 | 92 | 97 | 6 | 95 | -10 | 2
COCCn1nnnc1C(c1cc2c(C)cc(C)cc2[nH]c1=O)N1CCCCCC1 (stereo unspecified) | 101 | 0.5 | 101 | 104 | -5 | 101 | 101 | 13 | 100 | · | 3
Cc1ccc(NS(=O)(=O)c2cccc(C(=O)O)c2)cc1S(=O)(=O)N1CCCCC1 | 98 | -0.1 | 101 | 103 | 72* | 98 | 100 | 9 | 99 | · | -1
CCC(=O)Nc1ccc(Cl)c(NC(=S)NC(=O)c2ccco2)c1 | 103 | 0.1 | 107 | 107 | 12 | 102 | 102 | 13 | 103 | 24 | 1
COc1ccc(-c2cc(N3C(=O)Nc4ccccc4N3O)n[nH]2)c(OC)c1 | ? | -0.3 | ? | ? | 15 | ? | ? | 6 | ? | 0 | 0
Cc1ccc(S(=O)(=O)NC(N)=NCCc2ccc(Cl)cc2)cc1 | 99 | 0.0 | 97 | 101 | 5 | 96 | 98 | 4 | 99 | -14 | 0
Cc1ccc(C(=O)N2NC(c3ccccc3F)C3C(=O)N(c4cccc(C)c4)C(=O)C32)cc1 (stereo unspecified) | 98 | 1.1 | 99 | 105 | -14 | 100 | 98 | · | 98 | · | 1
Cc1ccn(S(=O)(=O)c2ccc(C(C)(C)C)cc2)n1 | 95 | 0.0 | 97 | 92 | 5 | 94 | 96 | 11 | 92 | 16 | 0

Record cards (already shown):
O=C(Cn1c(-c2ccccc2Cl)nc2ccccc21)Nc1cccc(Cl)c1 reads Rac1 act GTP bind: 97; ABCB1 inh: 2.1; Cdc42 wt: 97; Rac1 wt GTP bind: 99; Mcl1 Noxa PPI: -15; Rab2A wt mod: 97; HRas wt GTP: 96; Avidin fluor: 12; Rab7 wt modul: 95; Pf gamet viab: 1; ABCG2 block: 0
CCc1ccc(C(=O)CSc2nc3ccccc3c(=O)[nH]2)cc1 reads Rac1 act GTP bind: 94; ABCB1 inh: 0.3; Cdc42 wt: 97; Rac1 wt GTP bind: 99; Mcl1 Noxa PPI: -16; Rab2A wt mod: 97; HRas wt GTP: 101; Avidin fluor: 12; Rab7 wt modul: 102; Pf gamet viab: -15; ABCG2 block: 5
